HPDE-C7 viability: cytotoxicity in HPDE-C7 cells, cell-based, fluorescence, HTS (AID 430); HPDE-C7 pancreatic duct cells viability, fluorescence; higher % means a stronger effect; cytotoxicity, % at 10 µM; hits with a dose series show EC50 in µM; 63,000 tested, 1.8% active;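 note: cells exposed to compound for 48 hours before viability readout; 0% = vehicle and 100% = reference cytotoxic drug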
LYP phosphatase: inhibition of human PTPN22 tyrosine phosphatase – biochemical, DiFMUP fluorescence, recombinant catalytic domain, 10 µM, primary screen (AID 606); inhibition, % at 10 µM, or IC50 in µM where a hit was titrated; 52,000 tested, under 10 active; recombinant LYP catalytic domain, DiFMUP fluorescence; higher % means a stronger effect;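 active = IC50 under 40 µM in the dose-response test; inactive = IC50 of 40 µM or more, or never dose-tested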
HT1080 viability: cytotoxicity in HT1080 fibrosarcoma cells, cell-based, fluorescence readout (AID 620); cytotoxicity, % at 10 µM; hits with a dose series show EC50 in µM; 87,000 tested, 0.42% active; HT1080 viability, fluorescence; higher % means a stronger effect;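 note: cells exposed to compound overnight then 4 h with Alamar Blue; 0% = vehicle DMSO and 100% = killing control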
HPDE-C7K KRASV12: cytotoxicity in KRAS-transformed pancreatic duct cells, primary screen, cell-based, fluorescence, HTS (AID 431); HPDE-C7K KRASV12 cells, Alamar Blue viability, 48 h; higher % means a stronger effect; one-dose cytotoxicity, % at 10 µM; EC50 in µM for titrated hits; 63,000 tested, 1.7% active;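 active = compounds whose percent cytotoxicity in the single-dose primary screen, scaled between solvent and toxic-drug controls, exceeds 50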;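 note: 0% = DMSO solvent wells and 100% = doxorubicin-treated wells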
The depositor's hits bear a star; . = no result given. Cut-off read from the data, not from the text of the source, unless noted: active = cytotoxicity above about 50%; inactive = the rest.

1: CCN(CC)c1ccc(CN2CC=C(c3ccc(F)cc3)CC2)cc1
2: COc1ccccc1/C=N/N=C(/N)N[N+](=O)[O-]
3: Cc1nn(C)c(C)c1/C=C1/CC2C3CC=C4CC(O)CCC4(C)C3CCC2(C)C1=O (configuration not stated)
4: Cn1c(=O)cc(OCCCC(=O)N2CCC3(CC2)OCCO3)c2ccccc21
5: CCOC(=O)[C@@]1(C#N)C(c2ccc(Cl)c(Cl)c2)[C@H](C(N)=O)N2C=C(C(C)=O)C=C[C@H]21 (some centres not stated)
Assay by compound	1	2	3	4	5
HPDE-C7 viability	.	.	.	.	.
LYP phosphatase	.	.	.	.	.
HT1080 viability	19.6%	-2.7%	-24.5%	7.8%	-13.3%
HPDE-C7K KRASV12	.	.	.	.	.

As entered above:
Entry for #2 in HT1080 viability: -2.7%
Entry for #3 in HT1080 viability: -24.5%
Entry for #4 in HT1080 viability: 7.8%

The main list resumes with the 3 entries that preceded the break.
3: Cc1nn(C)c(C)c1/C=C1/CC2C3CC=C4CC(O)CCC4(C)C3CCC2(C)C1=O (configuration not stated)
4: Cn1c(=O)cc(OCCCC(=O)N2CCC3(CC2)OCCO3)c2ccccc21
5: CCOC(=O)[C@@]1(C#N)C(c2ccc(Cl)c(Cl)c2)[C@H](C(N)=O)N2C=C(C(C)=O)C=C[C@H]21 (some centres not stated)
6: CCCCn1c(O)c(C(CC)=NCc2ccco2)c(=O)[nH]c1=O
7: CC12CN3CN(C1)CC(c1ccccc1)(C3)C2=O
8: CNC(=O)Oc1ccc2c(c1)C(=O)c1ccccc1CO2
9: CC(C)C/C(=N/O)c1c[nH]c2ccccc12
10: O=C(CSC1c2ccccc2-c2ccccc21)N/N=C/c1ccccc1O
Assay by compound	3	4	5	6	7	8	9	10
HPDE-C7 viability	.	.	.	.	.	.	.	.
LYP phosphatase	.	.	.	.	.	.	.	.
HT1080 viability	-24.5%	7.8%	-13.3%	-7.6%	-2.7%	7.3%	5.2%	30.6%
HPDE-C7K KRASV12	.	.	.	.	.	.	.	.

11: CC(C)(C)c1nc(NCc2ccc3c(c2)OCO3)c2nnn(Cc3ccccc3Cl)c2n1
12: C=Cn1ccnc1P(=S)(c1nccn1C=C)c1nccn1C=C
13: CCC(CC)N1CCN(C(=O)Cc2ccccc2)CC1
14: COc1cc(/C=C2\C(=O)NC(=O)N(c3ccccc3)C2=O)cc(OC)c1O
15: Cc1cccn2c(=O)c3c(nc12)N1CCc2ccccc2C1C1(C3)C(=O)NC(=O)N(C)C1=O (configuration not stated)
Assay by compound	11	12	13	14	15
HPDE-C7 viability	.	.	.	.	.
LYP phosphatase	.	.	.	.	.
HT1080 viability	17.8%	2.2%	-2.9%	-5.5%	-1.8%
HPDE-C7K KRASV12	.	.	.	.	.

16: Cc1cc(OC(=O)c2ccco2)c2c3c(c(=O)oc2c1)CCCC3
17: CN(C)CC#CCC(O)(c1ccccc1)C1CCCC1 (configuration not stated)
18: CCOC(C(=O)OCCC[N+](C)(CC)CC)(c1ccccc1)c1ccccc1
19: COc1ccc(C2SCC(=O)Nc3c2c(C)nn3C2CCOC(C)(C)C2)cc1 (configuration not stated)
20: CCN(CC)CCNC(=O)c1c(O)c2ccccc2n(Cc2ccccc2)c1=O
Assay by compound	16	17	18	19	20
HPDE-C7 viability	.	.	.	.	.
LYP phosphatase	.	.	.	.	.
HT1080 viability	-19.6%	-7.4%	0.8%	-13.5%	-10.3%
HPDE-C7K KRASV12	.	.	.	.	.

21: O=c1[nH]c(=S)n(Cc2ccco2)c(O)c1C=NCc1cccs1
22: Clc1ccccc1CN1CCN(c2ccccc2Cl)CC1
23: COC(=O)CN1C(=O)C2(C(C(=O)OC)=C(N)Oc3ccccc32)C2=C1CC(C)(C)CC2=O (configuration not stated)
24: Cc1cccc(-n2c(C)nc3ccccc3c2=O)n1
25: Cn1c(O)c(C=NCCN2CCNCC2)c(=O)n(C)c1=O
Assay by compound	21	22	23	24	25
HPDE-C7 viability	.	.	.	.	.
LYP phosphatase	.	.	.	.	.
HT1080 viability	-0.6%	-7.9%	-6.3%	4.4%	-7.8%
HPDE-C7K KRASV12	.	.	.	.	.

26: COc1ccc(CCNCc2ccc(F)cc2)cc1OC
27: CC(C)CNC(=O)c1c(N)n(Cc2ccc3c(c2)OCO3)c2nc3ccccc3nc12
28: Oc1ccc(Cl)cc1CN1CCN(Cc2ccccc2)CC1
29: C=CCNC(=O)c1c(N)n(Cc2ccco2)c2nc3ccccc3nc12
30: CCOC(=O)C1=C(N)Oc2ccccc2C12C(=O)N(CC(=O)OC)C(CC(=O)OC)=C2C(=O)OC (configuration not stated)
Assay by compound	26	27	28	29	30
HPDE-C7 viability	.	.	.	.	.
LYP phosphatase	.	.	.	.	.
HT1080 viability	0.4%	-20.9%	-6.6%	-19.7%	-36.9%
HPDE-C7K KRASV12	.	.	.	.	.

Compound profiles (already shown). Screens in order: HPDE-C7 viability | LYP phosphatase | HT1080 viability | HPDE-C7K KRASV12
C=CCNC(=O)c1c(N)n(Cc2ccco2)c2nc3ccccc3nc12 is listed with . | . | -19.7% | .
CC(C)CNC(=O)c1c(N)n(Cc2ccc3c(c2)OCO3)c2nc3ccccc3nc12 is listed with . | . | -20.9% | .

More entries follow.
31: O=C1NC(=O)C2(C(=O)N1)C(c1ccc(F)cc1)NC(=S)NC2c1ccc(F)cc1 (configuration not stated)
32: COc1ccc2c(c1)c(C(=O)O)c(C)n2C(C)C
33: CCOc1ccc(N=C2SCCCN2C)cc1
34: CCC(=NCc1ccco1)c1c(O)n(-c2ccc(C)cc2)c(=O)[nH]c1=O
35: O=C(c1ccccc1F)c1cn(CC(=O)N2CCCCC2)c2ccccc12
Assay by compound	31	32	33	34	35
HPDE-C7 viability	.	.	.	.	.
LYP phosphatase	.	.	.	.	.
HT1080 viability	2.3%	0.0%	7.1%	-6.4%	-6.4%
HPDE-C7K KRASV12	.	.	.	.	.

36: COc1ccc(-n2c(=O)[nH]c3ccccc3c2=O)cc1
37: O=C(COc1ccccc1)N1CCN(C2CC3CCC2C3)CC1 (configuration not stated)
38: CCCCN1CCC(O)(c2ccccc2)C(C(=O)c2ccccc2)C1 (configuration not stated)
39: CC(=O)Nc1cc(C(=O)N2CCC3(CC2)OCCO3)ccc1S(=O)(=O)c1ccc(Cl)cc1
40: CSc1ncc(Cl)c(C(=O)O)n1 (tested in a mixture with another compound)
41: COC(=O)C1CN(C#N)N(c2ccc(Cl)cc2)C12c1ccccc1-c1ccccc12 (configuration not stated)
42: c1ccc([B-](c2ccccc2)(c2ccccc2)c2ccccc2)cc1
43: c1ccc2cc3cc4ccccc4cc3cc2c1
Assay by compound	36	37	38	39	40	41	42	43
HPDE-C7 viability	.	.	.	.	.	.	2.68µM*	.
LYP phosphatase	.	.	.	.	.	.	.	9.4%
HT1080 viability	-4.8%	4.6%	3.5%	-5.5%	13.7%	84.3%*	.	1.8%
HPDE-C7K KRASV12	.	.	.	.	.	.	1.77µM*	.

Another view of part of the listing above.
(41) COC(=O)C1CN(C#N)N(c2ccc(Cl)cc2)C12c1ccccc1-c1ccccc12 (configuration not stated)
  HPDE-C7 viability: .	LYP phosphatase: .	HT1080 viability: 84.3%*	HPDE-C7K KRASV12: .

(42) c1ccc([B-](c2ccccc2)(c2ccccc2)c2ccccc2)cc1
  HPDE-C7 viability: 2.68µM*	LYP phosphatase: .	HT1080 viability: .	HPDE-C7K KRASV12: 1.77µM*

(43) c1ccc2cc3cc4ccccc4cc3cc2c1
  HPDE-C7 viability: .	LYP phosphatase: 9.4%	HT1080 viability: 1.8%	HPDE-C7K KRASV12: .

An excerpt (hit frequency here may not be typical).
